TAAR1 agonist: human TAAR1 agonism | Q96RJ0 | CHO RD-HGA16 TAAR1, Fluo-8 calcium fluorescence; vehicle wells 0%, saturating PEA agonist 100% | activation, % at 3 µM | actives 0.99% (n = 360,000);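 active = activation above the mean activation of all test compounds in the run plus 3 SD, cut at about 38% in these data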
Target sequence (Q96RJ0 whole entry, looked up): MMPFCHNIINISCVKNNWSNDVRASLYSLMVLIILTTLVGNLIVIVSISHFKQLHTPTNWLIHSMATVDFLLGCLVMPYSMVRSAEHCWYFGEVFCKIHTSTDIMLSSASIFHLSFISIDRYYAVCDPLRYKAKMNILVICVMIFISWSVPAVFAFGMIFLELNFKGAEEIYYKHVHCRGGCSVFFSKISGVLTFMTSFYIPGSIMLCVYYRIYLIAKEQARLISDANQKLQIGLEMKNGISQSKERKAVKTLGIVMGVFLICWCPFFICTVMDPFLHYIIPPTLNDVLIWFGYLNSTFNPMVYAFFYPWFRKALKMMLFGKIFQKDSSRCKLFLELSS
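Assay system – CHO-derived RD-HGA16 cells with stable Gα16 and human TAAR1 · Compound dosing – one-point dosing at 3 µM (nominal) · Incubation – 17-24 h seeding, 75 min 37 °C dye, 30 min RT · Measured by – kinetic Fluo-8 calcium fluorescence · Control set – DMSO vehicle as 0%, PEA at EC100 as 100% · Repeats – single well for each compound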
OXTR agonist: agonists of human oxytocin receptor; P30559; CHO-OTR cells, Fluo-8 calcium fluorescence; normalized: DMSO 0%, oxytocin 100%; activation, % at 3 µM; actives 0.32% (n = 320,000); AID 2435;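 active = activation above the mean of all tested compounds plus 3 SD, cutoff set per screening run, cut at about 20% in these data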;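 note: peak over basal fluorescence ratio from a 100 s FLIPR kinetic read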
Target sequence (P30559 whole entry, looked up): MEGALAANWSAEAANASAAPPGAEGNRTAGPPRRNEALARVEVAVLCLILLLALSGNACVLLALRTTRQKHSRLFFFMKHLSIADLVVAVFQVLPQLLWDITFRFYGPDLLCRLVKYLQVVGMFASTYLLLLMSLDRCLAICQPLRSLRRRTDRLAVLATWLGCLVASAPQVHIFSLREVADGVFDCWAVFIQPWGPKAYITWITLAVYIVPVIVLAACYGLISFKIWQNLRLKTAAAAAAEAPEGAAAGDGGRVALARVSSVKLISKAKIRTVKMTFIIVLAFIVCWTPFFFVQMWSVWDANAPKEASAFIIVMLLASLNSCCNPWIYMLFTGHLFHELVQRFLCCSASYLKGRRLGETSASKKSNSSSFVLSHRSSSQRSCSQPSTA
V1R ag counter: counter-screen for oxytocin receptor agonists: human V1a receptor agonists; P37288; CHO-V1R cells, Fluo-8 calcium fluorescence, agonist mode; 0% DMSO, 100% 3 nM vasopressin; activation, % at 3 µM; actives 0.25% (n = 320,000);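 active = activation above the mean activation of all tested compounds plus 3 SD, per screening run, cut at about 20% in these data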;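 note: signal is peak over basal fluorescence ratio across a 100 second FLIPR read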
CHRM1 antagonist: antagonists of human M1 muscarinic receptor; P11229; CHO-K1 hM1, Fluo-8 calcium fluorescence, ACh EC80 antagonist; inhibition, % at 3 µM; actives 1.3% (n = 360,000); AID 588852;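 active = percent inhibition above its own plate's cutoff, namely the mean of that plate's compound wells plus 3 SD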;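 note: peak over basal fluorescence ratio during 140 s after agonist addition; 0% = ACh EC80 plus DMSO and 100% = DMSO alone without agonist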
CHO parental Ca: signal in parental CHO cells, OX1R antagonist counter-screen | AID 463079 | parental CHO-K1, ATP-induced calcium, Fluo-8 fluorescence | actives 0.63% (n = 330,000) | inhibition, % at 5.6 µM;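 active = inhibition above that plate's mean sample inhibition plus 3 SD, cut at about 26% in these data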;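 note: 0% = ATP-challenged DMSO wells and 100% = DMSO wells without ATP; some compounds past the cut are filed as inactive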
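Test system: untransfected parental CHO cell line. Compound: one dose, 5.6 µM nominal. Detection: intracellular calcium via Fluo-8 no-wash fluorescent dye. Measure: % inhibition. Benchmarks: ATP-challenged DMSO wells low, unchallenged DMSO wells high.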
CHRM1 agonist: agonists of human M1 muscarinic receptor. activation, % at 3 µM. P11229. CHO-K1 hM1, Fluo-8 calcium fluorescence, agonist mode; 0% DMSO, 100% acetylcholine EC100. actives 0.33% (n = 360,000);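 active = activation above the run's mean compound activation plus 3 SD, cut at about 16% in these data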;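 note: peak over basal fluorescence ratio within a 140 s kinetic read after compound addition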
M1 PAM: potentiates human M1 receptor response to acetylcholine; P11229; CHO-K1 hM1, Fluo-8 calcium fluorescence, ACh EC20; 0% = ACh EC20, 100% = maximal ACh; activation, % at 3 µM; actives 0.088% (n = 360,000); AID 588819; in the data active = activation above about 19%, passing the limit was not always enough
OXTR potentiate: human OXTR potentiation | CHO-OTR cells, Fluo-8 calcium fluorescence, potentiator mode; 0% = oxytocin EC15, 100% = EC100 | actives 0.061% (n = 320,000) | activation, % at 3 µM | AID 2445;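 active = activation above that plate's cutoff, the mean activation of tested compounds plus 3 SD, cut at about 6.6% in these data, passing the limit was not always enough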;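 note: 100% uses oxytocin at 75 nM as the full agonist control; some results filed as inactive read as strong as hits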
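Material: CHO-OTR cells, human receptor; compound dosing: single dose, 3.0 µM nominal final compound concentration; schedule: 6 min compound pre-incubation at room temperature, 100 s kinetic read; measured by: kinetic Fluo-8 calcium fluorescence; read-out basis: % activation vs EC15 and EC100 oxytocin; controls: EC15 oxytocin alone as 0%, 75 nM oxytocin as 100%; replicates: singlicate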
TAAR1 antagonist: human TAAR1 antagonism; Q96RJ0; inhibition, % at 3 µM; CHO RD-HGA16 TAAR1, Fluo-8 calcium fluorescence, antagonist; actives 1.5% (n = 360,000);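 active = inhibition above a per-plate cutoff, the mean inhibition of test compounds on that plate plus 3 SD, cut at about 49% in these data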;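 note: 0% = DMSO plus EC80 beta-PEA response and 100% = DMSO alone without agonist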
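Test system: CHO RD-HGA16 cells bearing hTAAR1 | Reagent: β-PEA, EC80 | Compound dosing: 3 µM, single point | Schedule: Dye loading 75 min at 37 °C, then 30 min room temperature | Signal: Calcium fluorescence with Fluo-8 | Evaluation: Percent inhibition of PEA-evoked calcium signal, max/basal emission ratio | Control set: DMSO-only wells and EC80 β-PEA-stimulated wells | Repeats: Singlicate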
Numbers without * were called inactive; . = not tested or not shown. Rows are unselected; overall some 3.7% were active at least once.

SMILES	TAAR1 agonist	OXTR agonist	V1R ag counter	CHRM1 antagonist	CHO parental Ca	CHRM1 agonist	M1 PAM	OXTR potentiate	TAAR1 antagonist
N#C/C(=N/Nc1ccccc1F)C(=N)N1CCOCC1	3	0.2	-0.8	0	-9	-2	1	-8	-8
O=C(Nc1ccc(Cl)cc1C(=O)NCc1cccnc1)c1ccco1	8	-0.7	-0.3	-2	-4	-6	2	-2	7
CCCc1cc(NCCCn2ccnc2)n2nc(C)c(-c3ccccc3)c2n1	-2	-1.7	0.6	-13	-19	-6	5	-2	-4
COc1ccc(OC)c(NC(=O)c2ccno2)c1	-1	-0.6	0.3	-5	-22	-6	4	2	-18
O=C(CCCn1c(=S)[nH]c2ccsc2c1=O)NCCc1ccccc1	4	0.9	0.4	-4	-16	0	12	-8	-5
O=C(C1=C(O)C(=O)N(Cc2ccco2)C1c1cccc(Cl)c1)c1ccco1 (configuration not stated)	0	0.2	0.6	0	-14	-1	8	-2	-10
COc1ccc(-n2nc(C(=O)NCC(=O)NC3CCCC(C)C3C)c3ccccc3c2=O)c(OC)c1 (configuration not stated)	-1	-1.3	-1.0	-4	-20	-5	2	1	-35
CCCNC(=O)C1(C)CCN(Cc2ccc(-n3ccnc3)cc2)C1 (configuration not stated)	1	.	.	-8	.	-10	-1	.	-22
CCNC(=O)C1(C)CCN(C(=O)c2ccc(OC)c(OC)c2)C1 (configuration not stated)	2	.	.	-13	.	-1	6	.	-11
CC(C(=O)NCc1ccco1)n1ccc2cc(S(=O)(=O)N3CCCCC3)ccc21 (configuration not stated)	7	6.3	8.2	-17	-13	-1	12	-6	-22
CSCCC(NC(=O)c1ccc(Cl)cc1Cl)C(=O)NCC(c1cccs1)N(C)C (configuration not stated)	1	.	.	-8	.	-8	10	.	8
Oc1ccc(Cl)cc1C1=NNC(c2cccs2)C1 (configuration not stated)	-1	-2.0	-0.3	0	-10	-1	0	-6	4
Cc1ccc(Nc2cc(C)nc3nc(C)nn23)cc1	-2	-2.3	-1.2	-9	-6	-3	10	12*	-32
Cc1ccc(C(=O)Cc2cc3ccccc3oc2=O)c(C)c1	1	-1.7	-0.5	16	-8	-6	-14	-4	-7
Cc1ccc(C(C(=O)NCC2CCCO2)N(C(=O)c2snc(C(N)=O)c2N)c2ccc(C)c(C)c2)o1 (configuration not stated)	6	0.5	1.2	-3	-16	1	2	-8	7
CC1=NNC(=O)c2ccccc2O1	3	4.1	0.2	-8	-5	-2	6	1	3
O=C(CCn1c(=O)oc2ccc(Cl)cc21)N1CCN(c2ccccc2)CC1	-1	-0.2	1.2	3	-16	4	16	2	7
c1ccc(-c2nn[nH]n2)cc1	0	0.8	-0.2	-19	-6	-2	8	-4	1
CCOC(=O)c1c(C)[nH]c(C(=O)N/N=C\c2ccccc2Cl)c1C	8	3.3	6.0	7	-20	3	-10	-11	55*
COC(=O)c1ccc(C(=O)OC)c(NC(=O)COC(=O)C2CC2C)c1 (configuration not stated)	7	-1.4	-1.0	-24	-7	-5	2	-7	-4
COc1ccc(C(=O)c2oc3ccc(OC)cc3c2NC(C)=O)cc1	-1	-1.8	-0.6	-9	-18	-5	7	-16	-9
COc1cc(C)c(Cc2cnc(N)nc2N)cc1OC	.	-0.1	-0.1	.	-2	.	.	-3	.
CCCn1cc(S(=O)(=O)c2ccc(Cl)cc2)c(=O)c2cc(OC)ccc21	5	0.2	2.7	-15	-20	-3	4	-1	1
O=C(N/N=C(/CC(=O)c1cccs1)C(F)(F)F)c1ccc(O)cc1	0	1.1	-0.1	1	-2	-3	-2	-7	-23
Cc1nn(C(C)C(=O)NC2CC2)c(=O)c2nn(-c3ccccc3)c(C)c12 (configuration not stated)	-1	-0.6	0.5	-9	-3	-2	11	-4	-2
CCC(CC)NC(=O)CN(c1ccccc1OC)S(=O)(=O)c1cccs1	2	-1.5	-0.5	-2	-13	-3	2	5	5
COc1ccc2c3c([nH]c2c1)C1(NCC3)C(=O)Nc2ccccc21 (configuration not stated)	1	-0.1	0.2	-11	-14	-1	8	-4	-13
COCCCN(CCCN)Cc1ccco1	3	0.1	1.6	-16	0	-10	10	-4	-10
CC(C)C(=O)N1CCN(c2ccc(NC(=S)NC(=O)c3cc4ccccc4o3)cc2)CC1	4	4.9	5.9	-13	-9	1	8	-15	22
O=C(C[C@H]1C[C@H](C(=O)N2CCCCC2)[C@@]2(CCc3ccccc3)c3[nH]c4ccc(Cl)cc4c3CCN2C1=O)NCCc1ccccn1	.	.	.	-10	24	-2	8	.	.
O=C(NCc1cccc(CNC(=O)Nc2cccc(O)c2)c1)Nc1cccc(O)c1	1	-1.5	-1.4	-11	-25	3	18	-5	-19
Cn1ccc(C(=O)NC(=S)N2CCSCC2)n1	2	0.8	1.1	-1	-1	-2	-2	-1	-2
Cc1ccn2c(=O)nc(SCC(=O)N3CCCc4ccccc43)nc2c1	1	-0.9	-0.1	15	-5	-8	-8	-10	-19
N#CC(c1ccccn1)c1ncc(C(F)(F)F)cc1Cl (configuration not stated)	12	0.4	0.1	0	-11	-1	8	-14	10
CC1(NC(=O)Nc2cccc(Br)c2)CCS(=O)(=O)C1 (configuration not stated)	6	0.1	0.0	-6	1	2	6	-2	2
O=C(c1cc(COc2c(F)cccc2F)on1)N1C[C@H]2CC[C@H]1C2	-1	-1.1	4.8	-12	-8	-5	2	-4	3
O=C1C(=C2SCCCS2)CC/C1=C\c1ccc(F)cc1	4	-0.5	-0.6	8	-27	-1	3	-16	-3
c1ccc(-n2cnc3cc(NCc4ccccn4)ccc32)cc1	-3	0.0	0.2	-6	-23	-12	-1	5	0
CC1CCN(C(c2nnnn2CCc2ccccc2)C(C)C)CC1 (configuration not stated)	3	-1.9	-1.6	-3	-25	-4	4	-4	20
COc1ccc(NC(=O)c2cccc(N3C(=O)NC4CC3(C)Oc3ccccc34)c2)cc1 (configuration not stated)	9	0.0	2.3	-10	-24	-3	8	-6	16
CCCCn1c(SCC(=O)N2c3ccccc3Sc3ccccc32)nc2c1c(=O)n(C)c(=O)n2C	5	-1.0	-1.0	4	-33	-4	-5	-17	-36
CC(=O)NCC(=O)N(C)C(C(=O)Nc1ccc2c(c1)OCCO2)c1ccccc1 (configuration not stated)	5	0.9	0.2	-25	-3	2	15	-2	-7
CC(C)Cn1c(SCC(=O)N2CCN(C(=O)c3ccco3)CC2)nc2ccccc2c1=O	2	-2.7	-1.4	18	-5	-3	4	-2	-7
Cn1c(C(=O)NC2CC2)cc2c(=O)n(C)c3ccccc3c21	2	-0.9	0.0	-9	-14	0	9	5	-10
O=C(Nc1ccccc1)N1CCCN(c2nccc(C(F)(F)F)n2)CC1	2	1.0	8.0	-9	-9	-4	5	-9	-28
COc1ccc(C2=NO[C@@H]3C(=O)N(C4CCCCC4)C(=O)[C@H]23)cc1OC	12	21*	18	4	6	4	-6	-8	23
COC1=CC(=O)c2c(ccc3ncnc(N)c23)C1=O	7	.	.	19	.	1	-4	.	-20
Cc1nnc2ccc(N3CCN(C(=O)c4ccccc4)CC3)nn12	0	0.4	-0.6	14	-7	-5	-4	-1	-10
O=C(Oc1ccc(N(Cc2cccs2)C2=NS(=O)(=O)c3ccccc32)cc1)c1ccccc1Cl	6	0.1	0.0	-3	-5	-3	-1	-3	7
COC(=O)c1cc(S(=O)(=O)NCC2CCN(CCc3cccs3)CC2)c[nH]1	1	0.0	1.6	-11	-7	-6	6	-4	6
COc1ccc2[nH]c(=O)c(CN(CCO)S(=O)(=O)c3c(C)ccc4nsnc34)cc2c1	11	0.2	0.5	4	-15	-1	1	-5	15
CC(=O)Nc1cc(-c2ccc(N(C)C)cc2)cn2c(-c3ccc(F)c(Cl)c3)cnc12	11	.	.	5	.	4	-6	.	16
CCc1ccc2[nH]c(=O)c(CN(CCN(C)C)C(=S)NCc3ccco3)cc2c1	16	1.6	-0.9	2	-39	-14	3	-3	-4
NC(=O)C1CCN(C(=O)c2ccc(Oc3cc(Cl)cc(Cl)c3)o2)CC1	4	-0.3	0.7	-7	0	-5	7	-8	-16
COc1ccc(N)c2c1C(=O)c1ccccc1C2=O	-1	-1.5	-0.8	-3	10	-4	7	-2	5
COc1ccc(-c2csc(N3CCN(c4cc5c(cc4Cl)nc(-c4ccncc4)n5CCOCCO)CC3)n2)cc1	13	-0.5	-0.4	-7	-19	-7	8	-8	50*
Cc1ccc(C(=O)Nc2nnc(CC(=O)N/N=C/c3ccc(O)c(O)c3)s2)cc1	5	-0.2	1.1	-9	-11	-3	8	-3	-4
N=c1n(CC(=O)c2ccc([N+](=O)[O-])cc2)c2ccccc2n1Cc1ccc(Cl)cc1	1	0.1	0.9	9	-8	-1	-5	-9	-10
Cc1ccc(S(=O)(=O)N2C[C@]3(O)C[C@@H]4C(=O)N(c5ccccc5)C(=O)[C@@H]4C[C@]3(OC(=O)NCc3ccco3)C2)cc1	1	.	.	-17	.	-6	13	.	9
Cc1nnc(SCC(=O)NCC2CCCO2)n1-c1ccccc1 (configuration not stated)	7	-0.7	0.4	-8	12	-4	7	-13	-20
Remaining list, next part
SMILES	TAAR1 agonist	OXTR agonist	V1R ag counter	CHRM1 antagonist	CHO parental Ca	CHRM1 agonist	M1 PAM	OXTR potentiate	TAAR1 antagonist
O=C(NC(=O)c1c(Cl)cccc1Cl)Nc1ccc(Oc2cccnc2)nc1	9	4.7	7.0	-25	-7	0	19	-2	-24
CC(=O)Nc1ccc(C(=O)n2nc(C)cc2C)cc1	7	0.5	0.0	-9	2	5	16	-8	5
CCC(Sc1nc2ncccc2[nH]1)C(=O)NC1CCCC1 (configuration not stated)	3	-1.3	-0.2	-5	-8	1	14	-9	-26
CCOC(=O)C1(Cc2cccc(OC)c2)CCN(Cc2cccn2-c2nccs2)CC1	9	-1.7	0.5	-8	-10	-14	-8	-4	7
